# Screening results from PubChem BioAssay.
# MgcRacGAP inhibition: MgcRacGAP GTPase-activating activity inhibitors, confirmation, biochemical, ADP Hunter fluorescence | MgcRacGAP-stimulated Rac1 GTP hydrolysis, ADP Hunter fluorescence; higher % means a stronger effect; GST-tagged Rac1 F28L mutant substrate | inhibition, % at 30 µM, or IC50 in µM where a hit was titrated | actives 0.6% (n = 340,000) | AID 624330;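 active = first-screen hits whose inhibition reached a set limit at any dose in the follow-up dose series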;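 note: fluorescence reports GDP produced by GAP-driven GTP hydrolysis; strong numbers were not always called active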
# UTI89 phage lysis: inhibition of K1F phage lysis, E. coli UTI89, bacterial capsule biogenesis inhibitors, alamar blue (AID 488966) | actives 0.02% (n = 340,000) | inhibition, % at 100 µM; hits with a dose series show IC50 in µM | E. coli UTI89 K1F phage lysis, alamar blue, 2 h; higher % means a stronger effect;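 active = phage lysis inhibition, versus mean bacterial control, above a set limit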;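 note: capsule biogenesis inhibitors block K1F phage lysis so surviving cells raise fluorescence; higher fluorescence means more inhibition of phage lysis; actives were called in the ten point dose series up to 300 µM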
# NTR1 agonist: NTR1-driven beta-arrestin-GFP spot formation – imaging, U2OS cells, high content, primary screen (AID 493036) | P30989 | agonist mode | activation, % at 20 µM | actives 0.17% (n = 330,000);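 active = activation at or above 40% of the spot to cytoplasm intensity ratio, with at least 20 cells analyzed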;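 note: 0% = DMSO without peptide and 100% = 100 nM NTR1 peptide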
# Target sequence (P30989 whole entry, looked up): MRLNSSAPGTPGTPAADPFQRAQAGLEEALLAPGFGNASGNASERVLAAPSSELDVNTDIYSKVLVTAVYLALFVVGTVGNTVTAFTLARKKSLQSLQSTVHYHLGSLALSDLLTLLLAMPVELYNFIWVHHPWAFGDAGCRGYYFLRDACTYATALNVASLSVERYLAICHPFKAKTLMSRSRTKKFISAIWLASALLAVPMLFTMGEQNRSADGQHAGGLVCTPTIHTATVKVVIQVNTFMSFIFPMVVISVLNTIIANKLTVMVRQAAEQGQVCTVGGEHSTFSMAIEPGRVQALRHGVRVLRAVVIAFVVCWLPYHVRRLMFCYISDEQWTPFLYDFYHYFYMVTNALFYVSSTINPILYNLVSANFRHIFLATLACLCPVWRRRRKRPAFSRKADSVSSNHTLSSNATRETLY
# NTR1 agonist cell count 20 µM: second read-out of NTR1 agonist, no call of its own (marks repeat the call); cell count; measured here: cell count, cytotoxicity flag
# * marks the source's active call; other numbers are inactive results; [ ] = dose if it differs, or a comment. An excerpt; count on the stated rates, not on these rows.
SMILES,MgcRacGAP inhibition,UTI89 phage lysis,NTR1 agonist,NTR1 agonist cell count 20 µM
C[C@@H]1CN([C@H](C)CO)C(=O)Cc2cc(NS(=O)(=O)c3ccc(Cl)cc3)ccc2O[C@H]1CN(C)Cc1ccc(C(F)(F)F)cc1,10%,-4.1%,32,68
Cc1ccc(C)c(NC(=O)CN(C)C(=O)c2ccc3[nH]c4c(c3c2)CC(C)CC4)c1 (stereo not given),-3%,1.0%[50 µM],7.5,59
O=C(CSc1nc2nn(-c3ccccc3)c(=O)c-2c2n1CCCCC2)Nc1ccc(F)c(F)c1,-4%,2.5%,4.5,57
CC1CCCC(NC(=O)CSC2=Nc3ccccc3C3CC=NN23)C1C (stereo not given),5%,-0.3%[50 µM],7.7,53
O=C(COC(=O)c1ccc(Br)o1)NCc1ccco1,13%,0.8%,1.7,47
Cc1ccc(CN2CC(=O)N3[C@H]4c5ccccc5OC[C@@H]4[C@H](c4ccccc4)[C@]3(C)C2=O)cc1,-3%,1.0%,2.9,70
CC(C)(O)c1cc2ccc(C#Cc3ccsc3)cc2c(=O)o1,8%,0.0%,2.3,70
COc1ccc(NC(=O)C(=O)NCC2CCCN2S(=O)(=O)c2ccc(C)cc2)cc1 (stereo not given),7%,0.3%[50 µM],3.7,52
COc1cc(OC)cc(-c2c(C#Cc3ccsc3)c3cc(-c4ccc(OC)cc4F)ccc3n2C)c1,6%,2.8%,-1.6,59
COc1ccc(NS(=O)(=O)c2cccc(C(=O)NCC(c3ccco3)N3CCCC3)c2)cc1 (stereo not given),-3%,1.3%[50 µM],0.5,64
Cc1noc(C)c1CSCC(=O)N(C)CC(=O)Nc1ccc(Cl)c(C(F)(F)F)c1,12%,0.5%[50 µM],0.7,63
CCOC(=O)CN[C@H]1CCC2C3CC=C4C[C@@H](O)CC[C@]4(C)C3CC[C@@]21C (stereo not given in full),-26%,2.0%,2.2,62
CCOc1ccc(-c2csc(C3COc4ccccc4O3)n2)cc1 (stereo not given),1%,-1.6%,1.3,66
Cc1ccc(C)c(NC(=O)CN(C)C(=O)c2cccc(N3C(=O)CCC3=O)c2)c1,6%,1.3%[50 µM],0.1,70
CNC(=O)c1c(NC(=O)C2=COCCO2)sc(C)c1C,3%,1.3%[50 µM],-0.3,64
CCOC(=O)c1[nH]cnc1C(=O)N1CCC(C)CC1,-9%,-0.5%,-0.2,52
CN(C)S(=O)(=O)c1ccc(C(=O)NC(=O)CSc2nncs2)cc1,16%,0.5%[50 µM],-0.3,58
COc1ccc(C(C)(C)C)cc1NC(=O)CCn1[nH]c(=O)ccc1=O,3%,0.8%[50 µM],1.7,58
CC1(C)c2[nH]c3ccccc3c2C[C@@H]2C(=O)N(c3cc(F)ccc3F)C(=O)N21,3%,-1.2%,4.3,49
O=C(COC(=O)C1CCC(=O)N1)Nc1cccc([N+](=O)[O-])c1 (stereo not given),4%,-0.6%,3.3,54
CCCn1c(N)c(C(=O)CSc2nnc3n2CCCCC3)c(=O)n(C)c1=O,7%,1.0%[50 µM],-0.1,56
CCOc1ccc2oc(C(=O)OCC(=O)N3CCCC(C)C3)c(C)c2c1 (stereo not given),0%,0.6%[50 µM],0.5,52
Cc1noc(C)c1S(=O)(=O)N(C)C[C@H]1Oc2ccc(NC(=O)NC(C)C)cc2C(=O)N([C@H](C)CO)C[C@@H]1C,2%,-0.8%,9.9,52
COc1ccc(NC(=O)C2CCC(C(C)(C)C)CC2)cc1S(=O)(=O)N1CCOCC1 (stereo not given),-1%,-1.7%[50 µM],0.8,52
COc1ccc(S(=O)(=O)N2CCCCCC2)cc1C(=O)NCc1ccccc1Cl,-4%,-0.3%[50 µM],-0.2,60

# Record cards (already shown):
# Listed for `CCCn1c(N)c(C(=O)CSc2nnc3n2CCCCC3)c(=O)n(C)c1=O` = MgcRacGAP inhibition: 7%; UTI89 phage lysis: 1.0%[50 µM]; NTR1 agonist: -0.1; NTR1 agonist cell count 20 µM: 56
# Listed for `COc1ccc(S(=O)(=O)N2CCCCCC2)cc1C(=O)NCc1ccccc1Cl` = MgcRacGAP inhibition: -4%; UTI89 phage lysis: -0.3%[50 µM]; NTR1 agonist: -0.2; NTR1 agonist cell count 20 µM: 60

# Part of the list above, with tabs.
smiles	MgcRacGAP inhibition	UTI89 phage lysis	NTR1 agonist	NTR1 agonist cell count 20 µM
C[C@@H]1CN([C@H](C)CO)C(=O)Cc2cc(NS(=O)(=O)c3ccc(Cl)cc3)ccc2O[C@H]1CN(C)Cc1ccc(C(F)(F)F)cc1	10%	-4.1%	32	68
Cc1ccc(C)c(NC(=O)CN(C)C(=O)c2ccc3[nH]c4c(c3c2)CC(C)CC4)c1 (stereo not given)	-3%	1.0%[50 µM]	7.5	59
O=C(CSc1nc2nn(-c3ccccc3)c(=O)c-2c2n1CCCCC2)Nc1ccc(F)c(F)c1	-4%	2.5%	4.5	57
CC1CCCC(NC(=O)CSC2=Nc3ccccc3C3CC=NN23)C1C (stereo not given)	5%	-0.3%[50 µM]	7.7	53
O=C(COC(=O)c1ccc(Br)o1)NCc1ccco1	13%	0.8%	1.7	47
Cc1ccc(CN2CC(=O)N3[C@H]4c5ccccc5OC[C@@H]4[C@H](c4ccccc4)[C@]3(C)C2=O)cc1	-3%	1.0%	2.9	70
CC(C)(O)c1cc2ccc(C#Cc3ccsc3)cc2c(=O)o1	8%	0.0%	2.3	70
COc1ccc(NC(=O)C(=O)NCC2CCCN2S(=O)(=O)c2ccc(C)cc2)cc1 (stereo not given)	7%	0.3%[50 µM]	3.7	52
COc1cc(OC)cc(-c2c(C#Cc3ccsc3)c3cc(-c4ccc(OC)cc4F)ccc3n2C)c1	6%	2.8%	-1.6	59
COc1ccc(NS(=O)(=O)c2cccc(C(=O)NCC(c3ccco3)N3CCCC3)c2)cc1 (stereo not given)	-3%	1.3%[50 µM]	0.5	64
Cc1noc(C)c1CSCC(=O)N(C)CC(=O)Nc1ccc(Cl)c(C(F)(F)F)c1	12%	0.5%[50 µM]	0.7	63
CCOC(=O)CN[C@H]1CCC2C3CC=C4C[C@@H](O)CC[C@]4(C)C3CC[C@@]21C (stereo not given in full)	-26%	2.0%	2.2	62
CCOc1ccc(-c2csc(C3COc4ccccc4O3)n2)cc1 (stereo not given)	1%	-1.6%	1.3	66
Cc1ccc(C)c(NC(=O)CN(C)C(=O)c2cccc(N3C(=O)CCC3=O)c2)c1	6%	1.3%[50 µM]	0.1	70
CNC(=O)c1c(NC(=O)C2=COCCO2)sc(C)c1C	3%	1.3%[50 µM]	-0.3	64
CCOC(=O)c1[nH]cnc1C(=O)N1CCC(C)CC1	-9%	-0.5%	-0.2	52
CN(C)S(=O)(=O)c1ccc(C(=O)NC(=O)CSc2nncs2)cc1	16%	0.5%[50 µM]	-0.3	58
COc1ccc(C(C)(C)C)cc1NC(=O)CCn1[nH]c(=O)ccc1=O	3%	0.8%[50 µM]	1.7	58

# (further entries)
SMILES,MgcRacGAP inhibition,UTI89 phage lysis,NTR1 agonist,NTR1 agonist cell count 20 µM
C[C@H](NC(=O)c1ccccc1)C(=O)OCC(=O)Nc1ccc2c(c1)OCO2,1%,-1.1%,-1.8,65
Cc1nc2ccccc2cc1C(=O)NCc1ccccc1,4%,-0.8%,0.5,41
CC1CC(C)CN(C(=O)COC(=O)c2ccc3ccccc3n2)C1 (stereo not given),1%,0.6%[50 µM],-2.8,51
O=S(=O)(Nc1ccc(-n2cnnn2)cc1)c1cccc(Cl)c1,3%,0.8%[50 µM],2.4,58
O=C(O)CN1C(=O)C2(OCCO2)c2cc(Br)ccc21,6%,0.6%,0.1,59
Cc1cc(Br)ccc1SCC(=O)NCC(c1ccco1)N1CCCCC1 (stereo not given),4%,1.5%[50 µM],0.8,52
COc1ccc(/C=C/C(=O)Nc2cccc(S(=O)(=O)NC3=NCCCCC3)c2)c(OC)c1,4%,0.4%[50 µM],0.8,55
CN(CC(=O)Nc1ccc(F)cc1)C(=O)COC(=O)/C=C/c1ccc(OC(F)F)cc1,6%,1.0%[50 µM],0.7,51
COc1cc2c(cc1OC)C(C(=O)NC1CC1)C1c3ccccc3CCN1C2=O (stereo not given),8%,-0.1%,8.9,44
O=S(=O)(c1ccccc1)N1CCN(c2nc(-c3cccnc3)nc3ccccc23)CC1,-1%,0.2%[50 µM],6.0,54
CCN(CC(=O)Nc1c(F)cccc1F)C(=O)c1cnc(C)cn1,4%,0.6%[50 µM],-0.6,50
COc1ccccc1/C=C/C(=O)OCC(=O)N1CCN(S(=O)(=O)c2ccc(C)cc2C)CC1,6%,1.2%[50 µM],0.8,63
O=C(CNC(=O)c1ccc(Cl)cc1Cl)OCn1nnc2ccccc2c1=O,6%,0.4%[50 µM],-0.2,48
O=C(Nc1ccncc1)c1cc(S(=O)(=O)N2CCCCC2)ccc1Cl,5%,0.5%[50 µM],1.6,54
O=C(NNC(=O)C1CCCC1)c1cc([N+](=O)[O-])cc([N+](=O)[O-])c1,-1%,0.7%[50 µM],1.8,57
CCNc1nc(NCC)n2c(SCC(=O)Nc3ccc(OC(F)F)cc3)nnc2n1,2%,1.4%[50 µM],1.8,57
O=C(COC(=O)c1cc[n+]([O-])cc1)Nc1cc([N+](=O)[O-])ccc1Cl,0%,1.2%[50 µM],0.2,56
